TPT1 inhibitor: blocks Candida albicans tRNA 2'-phosphotransferase | 300,000 compounds, 0.81% hits | recombinant caTPT1, FP RNA substrate dephosphorylation | inhibition, % at 5 µM;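 active = inhibition above the mean of all tested compounds plus 3 SD, set per screening campaign, cut at about 24% in these data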;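 note: plate controls were DMSO alone for no effect and ferristatin control at 100 nM for full effect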
PME-1 inh: blocks human protein phosphatase methylesterase 1. AID 2130. inhibition, % at 5.9 µM. 320,000 compounds, 0.53% hits. recombinant PME-1, FP-Rh probe fluorescence polarization. Q9Y570;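 active = inhibition above the campaign mean of all compounds plus 3 SD, cut at about 26% in these data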;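 note: competitive labeling of PME-1 active site by serine hydrolase directed probe; 0% = PME-1 with DMSO and 100% = wells lacking PME-1 enzyme; inhibitors block probe labeling so polarization falls and inhibition rises; many of its hits are not listed in these tables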
BCLXL inh: Bcl-xL (human) inhibition; GST-Bcl-xL / FITC-Bim BH3 peptide fluorescence polarization; Q07817; inhibition, % at 10.9 µM; 320,000 compounds, 0.7% hits;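 active = inhibition above the mean of all tested compounds plus 3 SD, cutoff set per campaign, cut at about 30% in these data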;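 note: 0% = DMSO wells and 100% = unlabeled Bim-BH3 peptide competitor; inhibitors lower millipolarization by displacing the labeled peptide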
Target sequence (Q07817 whole entry, looked up): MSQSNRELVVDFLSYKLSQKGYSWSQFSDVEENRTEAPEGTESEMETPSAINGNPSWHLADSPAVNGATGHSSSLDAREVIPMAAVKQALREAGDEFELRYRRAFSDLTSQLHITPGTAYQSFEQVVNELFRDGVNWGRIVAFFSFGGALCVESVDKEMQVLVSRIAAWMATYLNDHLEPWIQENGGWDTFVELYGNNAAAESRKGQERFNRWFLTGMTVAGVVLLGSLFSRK
Fam108B inh: blocks mouse Fam108B hydrolase in RBBP9 counter-screen; 300,000 compounds, 0.33% hits; recombinant Fam108B, FP-Rh probe fluorescence polarization; inhibition, % at 9.51 µM;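 active = inhibition above the screen mean inhibition plus 3 SD, computed separately per campaign, cut at about 18% in these data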;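 note: inhibitors lower polarization as less probe binds the enzyme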
GLD-1 RNA inh: GLD-1-TGE RNA interaction inhibition (C. elegans); Q17339; purified GLD-1 + fluorescein TGE RNA, fluorescence polarization; inhibition, % at 5.96 µM; 320,000 compounds, 0.44% hits; AID 2280;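 active = percent inhibition above a per-plate cutoff, the plate mean of test compounds plus 3 SD, cut at about 30% in these data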;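 note: 0% = DMSO wells with GLD-1 and probe and 100% = wells lacking GLD-1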
PAD4 inh: PAD4 (human) enzyme inhibition | Q9UM07 | recombinant PAD4, RCA probe fluorescence polarization | inhibition, % at 6.36 µM | 330,000 compounds, 0.41% hits;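 active = percent inhibition above a cutoff equal to the mean of all tested compounds plus 3 SD, cut at about 15% in these data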;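 note: 0% = PAD4 with RCA probe and DMSO and 100% = probe without PAD4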
MEX-5 binding: C. elegans MEX-5 TCR-2 RNA binding activity. Q9XUB2. MEX-5/FITC-TCR2 RNA binding, fluorescence polarization; hits give low values. activity score (negative = inhibition of binding), % at 10 µM. 300,000 compounds, 0.38% hits;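 active = inhibition past about -25% in most replicates, and total fluorescence under double the plate's negative control median, limit read from the data; inconclusive = replicates evenly split on the limit, or fluorescence at least double controls; inactive = too little inhibition in most replicates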;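 note: 0% = DMSO and -100% = 5 µM competing unlabeled TCR2 RNA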
GSTO1 counter: GSTO1 inhibition, counter-screen for RBBP9 inhibitors; recombinant GSTO1, activity-based probe fluorescence polarization; inhibition, % at 5.96 µM; 300,000 compounds, 1.1% hits;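 active = inhibition above the campaign mean inhibition plus 3 SD, cut at about 35% in these data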;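 note: 0% = GSTO1-1 with DMSO and 100% = wells lacking GSTO1-1 enzyme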
Target sequence (P78417 whole entry, looked up): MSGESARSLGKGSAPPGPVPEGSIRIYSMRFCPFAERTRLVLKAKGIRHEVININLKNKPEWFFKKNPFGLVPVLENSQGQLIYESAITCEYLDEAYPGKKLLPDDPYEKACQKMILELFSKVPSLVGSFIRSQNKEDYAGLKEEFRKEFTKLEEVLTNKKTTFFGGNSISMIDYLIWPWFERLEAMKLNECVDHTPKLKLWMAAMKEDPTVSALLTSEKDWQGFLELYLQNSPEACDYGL
MCL1-BIM inh: inhibitors of human MCL1 binding to BIM-BH3 peptide; Q07820; GST-MCL1 / FITC-Bim-BH3 fluorescence polarization; inhibition, % at 10.9 µM; 320,000 compounds, 0.68% hits; AID 2057;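 active = inhibition above the mean inhibition of all tested compounds plus 3 SD, set per campaign, cut at about 40% in these data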;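 note: 0% = DMSO wells and 100% = unlabeled Bim-BH3 peptide control; higher means more loss of mP so more displacement of Bim peptide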
Target sequence (Q07820 whole entry, looked up): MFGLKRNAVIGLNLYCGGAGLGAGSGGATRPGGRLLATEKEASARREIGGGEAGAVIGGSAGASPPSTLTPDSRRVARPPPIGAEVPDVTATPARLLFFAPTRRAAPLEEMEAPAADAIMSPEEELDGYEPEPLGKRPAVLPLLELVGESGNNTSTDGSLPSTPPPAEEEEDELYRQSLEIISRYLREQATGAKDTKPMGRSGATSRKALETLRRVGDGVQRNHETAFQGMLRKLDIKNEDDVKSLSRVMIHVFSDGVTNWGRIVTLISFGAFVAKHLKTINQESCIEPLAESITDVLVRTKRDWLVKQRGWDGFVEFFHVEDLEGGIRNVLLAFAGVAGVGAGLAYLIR
The depositor's hits bear a star; ? = inconclusive; . = no result given.

SMILES | TPT1 inhibitor | PME-1 inh | BCLXL inh | Fam108B inh | GLD-1 RNA inh | PAD4 inh | MEX-5 binding | GSTO1 counter | MCL1-BIM inh
CCC(C)(C)c1nnc(NC(=O)C2CCN(C(=O)c3ccco3)CC2)s1 | -2 | 3 | 5 | 0 | 5 | 1 | 2.4 | 3 | 7
COc1cccc(-c2nc(NCCN3CCOCC3)c3ccccc3n2)c1O | -1 | -1 | 4 | 2 | 7 | -1 | -0.9 | -4 | -1
CCOc1ccc(C(=O)NCCC(=O)NCCCC(=O)O)cc1 | 1 | 3 | 3 | 0 | 8 | 5 | 1.2 | 1 | 4
COc1oc(-c2ccc(Cl)cc2)nc1C(F)(F)F | 1 | 5 | 1 | 5 | -2 | 0 | -0.9 | 5 | 4
COc1cc(C(=O)NCCC(=O)NC(C)CCc2ccccc2)cc(OC)c1OC (stereo not drawn) | 0 | 2 | 3 | -1 | 6 | -4 | 1.7 | 3 | 0
O=c1c2cnn(-c3ccccc3)c2ncn1Cc1ccccn1 | 1 | 1 | 2 | 2 | 6 | 0 | 2.5 | 3 | -1
CCOC(=O)Cc1csc(NC(=O)C2CCCCC2C(=O)O)n1 (stereo not drawn) | 3 | 1 | 6 | 0 | 5 | -1 | -2.0 | 4 | 7
Cc1cccc(C(=O)NC2CC3CCCC(C2)N3S(=O)(=O)c2ccccc2)c1 (stereo not drawn) | -2 | 4 | 1 | -1 | 1 | 0 | 0.1 | 5 | 1
COc1ccc(S(=O)(=O)N/N=C/c2ccc(OCCN3CCOCC3)c(OC)c2)cc1 | -1 | 2 | 4 | 0 | 5 | -4 | . | 6 | 0
C=CCNC(=O)C(=O)Nc1cc2c3c(c1)CCC(=O)N3CCC2 | 2 | -4 | 2 | -2 | -3 | 2 | 0.8 | 4 | 0
COc1ccc(S(=O)(=O)N2CCN(C(=O)c3ccc(C)o3)CC2)cc1 | -1 | 1 | 4 | 2 | -10 | 1 | -1.7 | 0 | 7
CCOc1ccccc1NC(=O)c1ccc([N+](=O)[O-])cc1 | 0 | 0 | 0 | 1 | -6 | -1 | -2.8 | 2 | -10
CCCCNC(=O)Cn1cnc2sc(C)c(S(=O)(=O)N3CCN(c4ccccc4OC)CC3)c2c1=O | -3 | 1 | 9 | 4 | 6 | 0 | 1.6 | -2 | 12
CC(C)Nc1nnc(SCC(=O)Nc2sccc2C#N)s1 | . | 5 | 16 | . | 3 | -5 | . | . | 13
CCN1C(=O)[C@@H]2[C@@H](c3ccc(-c4ccc5c(c4)OCO5)c(OC)c3)N3CCC[C@@]3(C(=O)OC)[C@@H]2C1=O | -1 | -1 | 11 | 5 | 5 | -4 | . | 3 | 16
COc1ccc(CCn2c(C)cc(C(=O)COC(=O)c3cnc(C)cn3)c2C)cc1 | -2 | 8 | 6 | 1 | 3 | -4 | 4.5 | 26 | 1
CC(=O)C1C(c2ccc([N+](=O)[O-])cc2)c2c(noc2C)CC1(C)O (stereo not drawn) | -2 | 2 | 5 | 2 | -8 | 2 | 4.8 | 5 | 8
COc1ccc(N=C2NN=C(c3c(C)[nH]c4ccccc34)CS2)cc1 | 5 | 12 | 6 | 7 | -7 | -10 | -1.6 | -3 | -7
NC(=O)COc1ccc(NC(=O)CC23CC4CC(CC(C4)C2)C3)cc1 | 0 | -1 | 10 | 1 | 3 | -4 | -0.4 | 4 | -4
CCN(CC)c1ccc(NC(=O)c2[nH]c(C)c(C(C)=O)c2C)c(C)c1 | 1 | 2 | 5 | 2 | 0 | 0 | 1.9 | 1 | -1
C[C@@H]1CC2[C@@H]3CC[C@H]4CC(=O)CC[C@]4(C)C3=CC[C@]2(C)[C@@]1(O)C(=O)CO (stereo partly drawn) | -2 | -12 | -2 | 2 | -6 | -3 | 1.8 | -2 | 3
O=C(Oc1ccc(=O)n(-c2ccccc2)n1)c1ccc(Cl)cc1 | 1 | 2 | -8 | 3 | -2 | 1 | -1.7 | 5 | -2
CCN(Cc1ccccc1)C(=O)c1ccc(Cl)cc1[N+](=O)[O-] | -2 | 2 | 9 | -1 | -8 | -6 | 1.5 | 9 | 6
CC(=O)C(Cc1ccccc1)NC(=O)CN1c2cccc3cccc(c23)S1(=O)=O (stereo not drawn) | . | 2 | 6 | . | 1 | -1 | . | . | 7
CCOC(=O)Nc1sc(C)c(C)c1C(=O)OCC | 1 | 2 | 0 | 1 | 1 | -3 | -0.2 | 3 | 1
Going on with the list:
SMILES | TPT1 inhibitor | PME-1 inh | BCLXL inh | Fam108B inh | GLD-1 RNA inh | PAD4 inh | MEX-5 binding | GSTO1 counter | MCL1-BIM inh
CCCCCCCNC(=O)CN1N=C(c2ccc(C)cc2)CCC1=O | 1 | -1 | 0 | 3 | -4 | -5 | 0.4 | 1 | 6
CCOC(=O)c1nn(-c2ccccc2F)c(-c2ccccc2)c1C(=O)c1ccccc1 | -2 | -6 | 4 | -2 | 8 | -1 | -1.7 | 0 | -1
CCOc1ccc(S(=O)(=O)NCCC(=O)N(C)Cc2cccs2)cc1 | . | 5 | 8 | . | 6 | 0 | . | . | 4
CCOc1ccc(-n2c(SCc3ccc(C(=O)OC)o3)nc3c(c2=O)SCC3)cc1 | 0 | 10 | 3 | -2 | 2 | 3 | . | 7 | 0
Cc1cc(C)cc(OCC(=O)OCc2nnc(-c3ccccc3)o2)c1 | 0 | 3 | 2 | 3 | 4 | -4 | 2.7 | 0 | 2
Cc1ccc(C(=O)Nc2nnc(-c3ccncc3)o2)cc1 | -3 | 5 | 5 | 2 | 7 | 0 | 1.0 | 2 | -2
O=C1c2ccccc2C(=O)c2c1ncn2-c1ccccc1 | 1 | 2 | 2 | 5 | 5 | -6 | 3.8 | 8 | -2
O=C(OCn1nnc2ccccc2c1=O)C1CCN(S(=O)(=O)c2cccs2)CC1 | 1 | 10 | -4 | 3 | 2 | -5 | 0.1 | 5 | -5
O=C(/C=C/c1ccccc1)NCCc1ccccc1 | -3 | 4 | 3 | 0 | 5 | 2 | -0.7 | 0 | 18
Fc1ccc(N/N=C/C=C/c2ccccc2)c(F)c1 | 0 | 8 | 0 | 6 | -7 | 1 | 1.0 | -3 | 4
O=C1NC(c2ccccc2)Nc2c1sc(=S)n2-c1ccccc1 (stereo not drawn) | 1 | 9 | 4 | 2 | 0 | 6 | 1.0 | 11 | 0
CCc1ccc2c(c1)C(O)(CC(=O)c1cccs1)C(=O)N2 (stereo not drawn) | -4 | 4 | -2 | -4 | 8 | -2 | 1.7 | 8 | 1
C/C(=N/N=C(/C)c1cccs1)c1cccs1 | 4 | 2 | -1 | -5 | -2 | -5 | 1.9 | -3 | -2
O=C(N/N=C/c1c(Cl)[nH]c2ccccc12)c1sc2ccccc2c1Cl | 1 | 10 | -5 | 15 | -22 | -5 | 1.6 | -19 | -13
CCc1noc(C)c1C(=O)N(C)CC(=O)Nc1ccccc1Br | 0 | -4 | 0 | 0 | 4 | -2 | -0.5 | -3 | -4
Cc1cc(C(=O)Nc2cccc(/C=C/C(=O)O)c2)c(C)o1 | -2 | 6 | 1 | -1 | 10 | -1 | 1.9 | 2 | 2
CCN(CC)S(=O)(=O)c1ccc(NC(=O)c2ccc(Cl)nc2)cc1 | 1 | -3 | 1 | -2 | -1 | -1 | 1.7 | -7 | 0
Cc1cc(Cl)ccc1C(=O)C1CCCN(C(=O)c2ccsc2)C1 (stereo not drawn) | -4 | 1 | 5 | 1 | 4 | 5 | 0.8 | 10 | 11
COc1ccc(C(=O)Nc2cccc(OC(=O)c3ccc(C)c(C)c3)c2)cc1 | -4 | -63 | -2 | -30 | -4 | 2 | -3.0 | -31 | 2
Cc1ccc(C(C)(c2ccc(N)cc2)c2ccc(N)cc2)cc1 | -4 | 5 | 8 | 1 | 7 | 1 | 1.9 | -4 | 7
COc1cc(NC(=O)CSc2nnc3ccc(-c4ccncc4)nn23)cc(OC)c1 | 2 | -2 | 1 | -5 | 4 | 1 | ? | 3 | 1
O=C1CSc2ccc(C(=O)NCC(c3ccco3)N3CCCCC3)cc2N1 (stereo not drawn) | 0 | 5 | 3 | 2 | -1 | -4 | -3.7 | 0 | 3
CC(=O)Nc1ccc(NC(=O)c2c(C)nc3ccccn23)cc1 | -1 | 0 | 5 | -4 | -6 | -5 | 0.3 | 1 | -4
Cc1nnc(SCC(=O)Nc2sc3c(c2C#N)CCCCC3)n1N | -4 | -1 | 6 | -1 | 4 | -1 | -0.6 | 3 | 9
C=CCNC(=O)NC(=O)COC(=O)/C=C/c1cccc([N+](=O)[O-])c1 | 0 | -3 | 2 | 1 | 1 | 1 | -1.2 | -6 | 2
The results go on:
SMILES | TPT1 inhibitor | PME-1 inh | BCLXL inh | Fam108B inh | GLD-1 RNA inh | PAD4 inh | MEX-5 binding | GSTO1 counter | MCL1-BIM inh
CC(C)c1ccc(CNC(=O)C2CC(=O)N(C3CCCCC3)C2)cc1 (stereo not drawn) | -1 | -4 | 8 | -1 | 2 | 1 | -1.2 | 1 | 5
O=C1C=C(O)CC(c2ccc(Cl)c(Cl)c2)C1 (stereo not drawn) | -2 | -4 | 0 | 3 | -1 | 1 | 0.6 | 20 | -9
COc1ccccc1NC(=O)NC1(C(=O)NCC2CCCO2)CCCCC1 (stereo not drawn) | -2 | 6 | 1 | -1 | 9 | 3 | 1.1 | 4 | 9
CCCn1c(N)c(N(CCOC)C(=O)c2ccc(C#N)cc2)c(=O)[nH]c1=O | -1 | -6 | 4 | 3 | 8 | -2 | 0.8 | -8 | -5
Nc1cnc(CNc2ccccc2Cl)cn1 | 3 | 1 | 4 | 1 | -1 | 6 | 2.6 | 8 | -2
CN(C(=O)c1ccc(Br)o1)C1CCS(=O)(=O)C1 (stereo not drawn) | -3 | 2 | 1 | 5 | -1 | 2 | 2.1 | -2 | -2
COc1ccc(S(=O)(=O)N2CCCC(C(=O)Nc3ccc(OC)c(OC)c3)C2)cc1 (stereo not drawn) | 0 | 1 | -3 | 2 | -1 | -1 | -2.2 | 7 | 1
CC(C)(C)CNc1cc(N2CCCC2)ccc1[N+](=O)[O-] | -2 | -3 | 9 | -1 | 2 | 4 | 1.9 | 6 | 10
O=C(NCc1ccccn1)C(=O)NCC1OCCN1S(=O)(=O)c1ccc(F)cc1 (stereo not drawn) | 2 | 3 | 2 | -12 | 5 | 2 | 2.3 | 1 | -2
CCOC(=O)N1CCN(S(=O)(=O)c2cccs2)CC1 | -4 | 2 | 1 | 1 | 1 | -2 | 0.0 | -3 | 4
CCCCCN(C(=O)CCC(=O)OCC(=O)c1ccc(CCC)cc1)c1c(N)n(CCCC)c(=O)[nH]c1=O | -6 | 5 | -2 | -3 | 3 | 2 | 0.0 | 4 | 1
O=C(c1ccc(F)cc1)n1ccc(-c2cnc(-c3ccccc3)s2)n1 | 0 | 1 | 6 | -4 | 4 | 1 | 1.2 | 0 | 5
CC1(C)Cc2cccc(OCC(=O)OCC(=O)NCc3ccc(F)cc3)c2O1 | -3 | 1 | 4 | 1 | -5 | 0 | 1.1 | 12 | 2
CNC(=S)NNc1ccccc1[N+](=O)[O-] | 1 | 3 | 3 | 3 | 8 | -1 | -0.4 | -2 | 5
COc1ccccc1C1CC(c2ccco2)=NN1S(C)(=O)=O (stereo not drawn) | 3 | 4 | 2 | -1 | -5 | -1 | -2.9 | -1 | 2
COCC(=O)N(Cc1nc2ccccc2c(=O)[nH]1)Cc1cccs1 | -1 | -2 | -4 | 4 | 8 | -2 | 1.3 | 0 | 4

Source: PubChem

The list is partial. The share of hits here may be higher or lower than overall.
